APJ agonist = agonists of human apelin receptor APJ, primary screen, CHO-K1 cells, PathHunter beta-arrestin, luminescence; P35414; 0% DMSO wells, 100% apelin; activation, % at 20 µM; 330,000 tested, 0.11% active; AID 2520, 2010;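 active means activation more than six SD over the plate average, tested at 20 µM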;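 further: 0% = DMSO alone and 100% = apelin-13 at 10 nM; some results filed as inactive read as strong as hits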
Target sequence (P35414 whole entry, looked up): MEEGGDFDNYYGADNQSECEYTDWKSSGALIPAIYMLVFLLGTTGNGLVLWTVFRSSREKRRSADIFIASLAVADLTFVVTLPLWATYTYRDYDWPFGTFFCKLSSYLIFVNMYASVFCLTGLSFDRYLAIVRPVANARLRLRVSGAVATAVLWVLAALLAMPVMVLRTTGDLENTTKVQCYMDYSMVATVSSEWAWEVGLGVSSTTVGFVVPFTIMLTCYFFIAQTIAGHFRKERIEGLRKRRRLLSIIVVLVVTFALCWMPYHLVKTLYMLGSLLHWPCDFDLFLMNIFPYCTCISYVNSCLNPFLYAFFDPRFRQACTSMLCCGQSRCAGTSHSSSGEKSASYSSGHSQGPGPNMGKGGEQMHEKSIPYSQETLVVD
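system = engineered CHO-K1 APJ arrestin reporter cells | input = 1000 cells per well | timing = overnight seeding, 90 min compound at 25 °C, 1 h detection | measured by = enzyme-fragment complementation luminescence | read-out = beta-arrestin recruitment to APJ as agonist activity, luminescent signal | control set = negative DMSO alone, positive Apelin-13 at 10 nM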
NLRP3 yeast inh = NALP3 inflammasome inhibitors in reconstituted yeast, primary screen, luminescence, uHTS; inhibition, % at 10 µM; 330,000 tested, 0.39% active; Yeast reconstituted NLRP3/ASC/caspase-1, beta-gal luminescence, 24 h;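 active means inhibition of 50% or more; inactive means inhibition below 50%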;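 further: plate controls were induced DMSO wells for no effect and uninduced yeast grown without galactose for full effect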
MPTP block = mitochondrial permeability transition pore inhibitors, primary screen, biochemical, isolated mouse mitochondria, absorbance. inhibition, % at 10 µM. AID 602449, 2012. 360,000 tested, 1.4% active. Ca2+ swelling absorbance, 30 min;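 active means inhibition of 50% or more, scaled per plate between neutral and stimulator controls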;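 further: 0% = DMSO wells given calcium and 100% = 1 mM EGTA wells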
beta cell repl = inducers of MIN6 beta-cell proliferation, primary screen, ATP luminescence, uHTS. MIN6 cells proliferation, ATPlite luminescence, 48 h; cells starved in 0.2% serum; 100% = growth in 10% serum. proliferation, % at 10 µM. 330,000 tested, 0.29% active. AID 2380, 2010;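 active means compounds whose signal lies at least 3.5 SD above the mean of all wells on their plate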;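 further: 0% = DMSO-treated cells in low-serum medium and 100% = 10% serum control; some compounds called inactive have numbers as strong as hits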
APJ antag = antagonists of human apelin receptor APJ, primary screen, CHO-K1 cells, beta-arrestin complementation, luminescence | P35414 | AID 2521, 2010 | inhibition, % at 20 µM | 330,000 tested, 0.32% active;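 active means inhibition above about 40% at 20 µM, limit read from the data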;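 further: cells challenged with 10 nM apelin-13 agonist together with compound; plate controls were apelin-13 plus DMSO wells for no effect and DMSO wells lacking apelin-13 for full effect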
NR3A LBD binder = binders of NR3A ligand-binding domain, primary screen, biophysical, differential scanning fluorimetry, uHTS | Tm shift relative to glycine control, % at 25 µM | Glutamate receptor ionotropic, NMDA 3A (GRIN3A) ligand-binding domain | NR3A LBD differential scanning fluorimetry, Tm shift; 0% = protein alone, 100% = glycine-bound protein | 340,000 tested, 2.5% active;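 active means melting temperature shift of at least 10% of the positive control shift, at one fixed dose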
TIM10 inh = growth inhibitors of isogenic TIM10 control yeast, primary screen, counter-screen for tim10-1 yeast inhibitor project, luminescence, uHTS; S. cerevisiae TIM10 strain growth, BacTiter-Glo luminescence, 24 h; inhibition, % at 10 µM; 330,000 tested, 1.4% active;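 active means inhibition of 40% or more at the single tested concentration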;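 further: wild-type TIM10 isogenic control strain grown at permissive 25 °C; 0% = DMSO yeast wells and 100% = minimal medium wells without yeast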
tim23-1 inh = growth inhibitors of tim23-1 mutant yeast, primary screen, luminescence, uHTS. S. cerevisiae tim23-1 growth, BacTiter-Glo luminescence, 24 h. inhibition, % at 20 µM. 330,000 tested, 1.3% active. AID 463212, 2010;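 active means growth inhibition of the mutant yeast at or above 50%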;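 further: temperature-sensitive mutant grown at 25 °C; plate controls were DMSO-treated mutant yeast for no effect and medium wells lacking yeast for full effect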
tim10-1 inh = growth inhibitors of tim10-1 mutant yeast, primary screen, luminescence, uHTS | S. cerevisiae tim10-1 ts strain growth, BacTiter-Glo, 24 h | inhibition, % at 20 µM | 330,000 tested, 2.2% active;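 active means inhibition of at least 40%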;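 further: mutant grown at 25 °C; 0% = DMSO wells with yeast and 100% = wells holding no yeast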
The depositor's hits bear a star; . = not tested or not shown.

canonical_smiles,tim10-1 inh,APJ agonist,APJ antag,TIM10 inh,tim23-1 inh,MPTP block,beta cell repl,NLRP3 yeast inh,NR3A LBD binder
CCOC(=O)c1nn(-c2ccccc2)c(=O)cc1SC1CCCCC1,-98,-5,0,-60,-65,-2.2,1,14,-3
O=C(Nc1ccc(Cl)cc1)c1csc(-c2ccccc2)n1,25,-6,-8,16,15,4.0,-2,0,-6
Cc1ccc(CN(C)C(=O)CCc2c[nH]c3ccccc23)o1,3,-2,7,21,14,1.1,2,6,-1
O=C(Nc1c(C(=O)N2CCC(N3CCCCC3)CC2)oc2ccccc12)c1c(F)cccc1F,14,7,11,10,6,-0.5,2,7,0
COC(=O)c1ccc(CN2CCC(CO)(Cc3ccc(OC)cc3)CC2)cc1,-48,-6,-20,-29,-4,-1.0,-4,31,0
CCC(C)n1c(/C=C/c2ccccc2)nc2ccccc21 (centres undefined),45*,-3,1,44*,53*,1.8,-1,11,-4
CCN(CC(=O)Nc1c(F)cccc1F)C(=O)C1CCN(c2ncnc3sc(C)c(C)c23)CC1,10,0,-4,18,12,-3.8,5,15,-2
O=C(NCc1ccccc1Cl)c1cc([N+](=O)[O-])ccc1Cl,16,0,-1,7,1,-1.7,-4,-24,0
CCc1ccc(C(=O)N2CCN(S(=O)(=O)c3sc(C(=O)O)c(C)c3C(=O)O)CC2)cc1,-14,-3,-45,-1,5,-2.4,-2,3,0
COc1ccccc1NS(=O)(=O)c1ccc(C)c(C(=O)N2CCN(c3ccc(O)cc3)CC2)c1,-11,3,6,3,4,0.5,-3,7,1
CC1CC(C)CN(S(=O)(=O)c2ccc(NC(=O)CCN3C(=O)C4CC=CCC4C3=O)cc2)C1 (centres undefined),11,1,-18,9,1,-1.7,-3,2,-1
CCc1nc(SCC(=O)NCc2ccco2)c2c(=O)n(C)c(=O)n(C)c2n1,19,-5,4,-12,10,-0.9,-2,10,1
Cc1csc2ncc(C(=O)NCCc3ccccc3)c(=O)n12,32,-3,7,-6,30,0.3,0,20,-1
O=C(N/N=C/c1ccc(Br)s1)c1ccccn1,-2,-1,-11,-4,-4,2.9,0,19,-26
C[C@@]12C(=O)N(CCc3c[nH]c4ccccc34)CC(=O)N1[C@H]1c3ccccc3OC[C@@H]1[C@@H]2c1ccccc1,22,-1,5,13,28,-2.2,-7,1,-6
CC12CN(C(=O)c3ccccc3)C3(C#N)CC1CCC23C (centres undefined),25,-1,10,10,25,1.3,-1,5,3
CCCCn1c(SCc2cc(=O)[nH]c3ccccc23)nc2c1c(=O)n(C)c(=O)n2C,12,-1,2,9,8,.,-1,-6,.
Cc1sc2ncnc(SC(C)C(=O)N3c4ccccc4Sc4ccccc43)c2c1C (centres undefined),-5,-5,21,-9,13,0.7,-5,-1,-8
O=C(C1CCCN(S(=O)(=O)c2cccc3nonc23)C1)N1CCC(Cc2ccccc2)CC1 (centres undefined),21,4,12,-7,22,-1.2,-4,9,-3
Nc1nonc1-n1nnc(C(=O)N/N=C/c2ccc3c(c2)OCO3)c1CSc1ccccc1,-11,0,-6,-6,-6,-0.3,-3,-4,39*
O=C(NNC(=O)c1cnccn1)c1ccc(Cl)cc1,-21,4,-7,-4,14,1.5,0,6,1
CC1CC(CN)CC(CO)C1 (centres undefined),5,-2,2,12,2,1.2,5,13,1
COc1ccccc1NC(=O)c1ccccc1NS(=O)(=O)N1CCCC1,16,-5,11,14,26,1.1,0,13,-22
NC(=O)c1ccc(-c2c(-c3ccccc3)sc3ccccc23)cc1,16,-2,3,13,25,-1.2,-4,10,0
Cn1cc(Cl)c(C(=O)Nc2nc3ccccc3s2)n1,44*,-1,4,31,40,0.1,-2,30,1
O=C(NCC(=O)N(c1ccccc1)C(C(=O)NC1CCCC1)c1cccnc1)c1cccs1 (centres undefined),-12,3,-4,-10,10,1.2,-1,9,-2
Cc1ccccc1CCN(C(=O)Cn1nnc2ccccc21)C(C(=O)NCC1CCCO1)c1nc2ccccc2n1C (centres undefined),-10,-2,-20,-7,-15,0.9,-4,5,1
C=CCN(C(=O)CNS(=O)(=O)c1ccccc1)C(C(=O)NCCOC)c1ccncc1 (centres undefined),4,-5,-6,3,15,2.7,0,15,-2
COc1ccc(-c2cc(C(F)(F)F)nc(SCC(=O)Nc3sc4c(c3C#N)CCC4)n2)cc1,6,-3,2,-31,-19,0.3,-3,1,5
Cc1cccc(C2CC(c3ccccc3)Nc3nc(N)nn32)c1 (centres undefined),11,-3,10,6,2,0.7,-1,23,0
CCC1(c2ccc(F)cc2)NC(=O)N(CC(=O)NC2CC2)C1=O (centres undefined),-5,-3,8,-6,7,1.0,-1,6,0
O=C(COc1ccccc1Cl)Nc1ccc2c(c1)OCCO2,18,-4,7,1,11,0.7,-4,29,-1
O=C(NNC(=O)c1ccc(NC(=O)c2ccccc2)cc1)Nc1ccccc1,-12,-1,1,-13,-23,-1.5,-2,5,-3
CC(C)c1ccc(NC2CCCN(C(=O)c3ccccc3-c3ncc[nH]3)C2)cc1 (centres undefined),-1,1,3,10,13,2.2,4,6,0
COc1ccc(CCC(=O)NCCS(=O)(=O)N2CCN(c3ccccc3OC)CC2)cc1,6,9,-24,5,14,-0.5,0,23,1
COc1cc(-c2n[nH]c(=S)n2C(C)c2ccccc2)cc(OC)c1OC (centres undefined),3,-1,-6,7,16,-0.6,0,18,1
COc1cc(S(=O)(=O)N(Cc2ccco2)C2CCCC2)ccc1-n1cnnn1,9,-4,12,27,28,1.6,-2,5,9
CCCNC(=O)C1CC(c2ccccc2C(F)(F)F)=NO1 (centres undefined),-20,-18,-3,1,-1,-2.0,2,11,0
Cc1ccc(S(=O)(=O)CCC(=O)Nc2nnc(CC(C)C)s2)cc1,21,6,-59,-5,15,0.4,-1,6,1
Cc1sc(NC(=O)CSc2nnnn2C(C)C)c(C#N)c1C,5,-5,4,9,4,0.3,1,6,2
O=c1ccn(CCc2c[nH]c3ccccc23)c2c1CCCC2,3,1,7,4,11,0.0,2,13,-3
Cc1sc2nc(CN(C(=O)NCc3ccccc3)C3CCCC3)[nH]c(=O)c2c1C,13,-1,13,-10,36,0.5,-3,8,-1
COc1ccc2ccc3c(c2c1)N=CC1(O3)N(C)c2ccccc2C1(C)C (centres undefined),31,-3,1,25,12,7.8,-4,8,3
Nc1nonc1-n1nnc(C(=O)N/N=C/c2ccncc2)c1CSc1ccccc1,11,3,-7,16,5,0.1,-3,5,11*
COc1ccc2[nH]c(=O)c(CN(C(=O)c3cccnc3)c3cc(C)ccc3C)cc2c1,4,0,-5,-5,8,0.5,-2,7,-2
O=C(NCCCCc1ccccc1)C1CCCC1,-2,-2,0,4,0,0.2,-2,35,-1
COc1ccc(S(=O)(=O)CC(O)CN2CCCC2=O)cc1 (centres undefined),12,1,6,-3,7,3.3,-3,-1,-1
CCOC(=O)c1c(O)cc(C)cc1Nc1ccccc1,15,-4,6,2,-1,-0.9,-2,-2,-3
COc1ccc(-c2nc(C#N)c(NCCc3ccccc3)o2)cc1OC,24,-1,3,46*,48,-4.3,0,22,8
O=C(NCC1CC1)c1ccc2c(c1)S(=O)(=O)c1cc(Cl)ccc1C2=O,-25,4,-30,-17,-10,0.1,-2,23,-14

Quoted from the results shown (two entries):
canonical_smiles,tim10-1 inh,APJ agonist,APJ antag,TIM10 inh,tim23-1 inh,MPTP block,beta cell repl,NLRP3 yeast inh,NR3A LBD binder
O=c1ccn(CCc2c[nH]c3ccccc23)c2c1CCCC2,3,1,7,4,11,0.0,2,13,-3
Cc1sc2nc(CN(C(=O)NCc3ccccc3)C3CCCC3)[nH]c(=O)c2c1C,13,-1,13,-10,36,0.5,-3,8,-1

The list goes on.
canonical_smiles,tim10-1 inh,APJ agonist,APJ antag,TIM10 inh,tim23-1 inh,MPTP block,beta cell repl,NLRP3 yeast inh,NR3A LBD binder
Clc1ccc(-c2nnc(CSc3nnc(-c4cccs4)o3)o2)cc1,11,-2,18,4,16,-2.6,-4,20,0
COc1cccc(N2CCN(c3ccc4nnc(CCC(=O)Nc5ccc(OC)c(OC)c5)n4n3)CC2)c1,15,-1,2,-2,9,-1.3,0,18,-3
Clc1ccccc1Cc1noc(CN2CCCCC2c2ccccn2)n1 (centres undefined),36,-3,7,20,19,0.2,1,14,-2
COc1ccc(C(OCC(O)CN(C)C2CCCCC2)c2ccc(OC)cc2)cc1 (centres undefined),30,-6,-1,2,23,28,-7,26,-1
Cc1c(N(C)C)nc2ccccc2c1N,-23,-3,3,-3,-16,0.2,-1,-1,1
CN(CC(=O)Nc1cccc(F)c1)CC(=O)Nc1ccc(Cl)cc1[N+](=O)[O-],11,0,10,-3,33,1.0,0,-5,-1
CCc1ccc(C(=O)Nc2cc(C)ccc2F)s1,10,-5,13,-13,16,-1.0,-4,24,-2
CCOc1ccc(CNc2nnnn2C)cc1,6,-2,14,-17,0,-0.4,-4,31,0
Cc1oc(-c2cccc(Cl)c2)nc1CN1CCCC(C(=O)NCc2ccco2)C1 (centres undefined),26,-5,16,27,25,0.3,-4,21,2
O=C(CS(=O)(=O)Cc1ccccc1)Nc1ccc(Cl)cn1,34,-7,-5,14,7,0.1,-4,7,-1
Clc1cc(/C=N\NC2=NCCN2)cc(Cl)n1,0,-2,13,26,0,5.4,1,7,1
O=C(CSc1nc(=O)n2cc(Cl)ccc2n1)NCCc1ccccc1,1,-6,-6,-1,-3,-1.5,-3,10,2
CC(C)OCCCNC(=O)Cc1ccc(Br)cc1,7,1,-19,3,12,-1.0,-1,6,1
CC(=O)c1sc(N)c(C(=O)OC(C)C)c1C,20,-1,-15,11,13,-5.8,-1,27,3
Cc1nc2ccc(S(=O)(=O)NCC(=O)N3CCN(c4ccccn4)CC3)cc2s1,-5,-2,-31,-11,4,0.2,-2,-9,1
Cc1ccc(S(=O)(=O)N2CCN(CC(=O)N/N=C\c3ccc(Cl)c([N+](=O)[O-])c3)CC2)cc1,5,2,-32,9,28,0.0,-3,7,-10
Cc1ccc(S(=O)(=O)N2CCC(C(=O)NNC(=O)c3cccnc3)CC2)cc1,13,0,-1,-2,2,-1.4,-2,-18,2
CCOC(=O)c1c(S(=O)(=O)NCCc2ccco2)c(C)n(C)c1C,13,9,2,7,-4,2.6,-4,1,-1
COc1ccc(CCNC(=O)CSc2nc3ccccc3c3nc(CCN4CCCCC4)nn23)cc1OC,4,0,0,-18,11,-0.5,-2,9,0
CCCN1C2CCCC1CC(NC(=O)c1ccc(Br)cc1)C2 (centres undefined),-4,-4,-5,4,0,0.6,-1,16,1
CC(C)(C)c1nc(S(=O)(=O)c2ccc(Cl)cc2)c(N2CCOCC2)o1,24,-5,8,24,35,2.6,-2,-5,5

Screening data: PubChem BioAssay, Sanford-Burnham Center for Chemical Genomics
